GPR55 activation: selective activators of receptor GPR55 – imaging, U2OS cells, beta-arrestin-GFP redistribution, primary screen (AID 1961); U2OS GPR55 beta-arrestin-GFP redistribution imaging; higher % means a stronger effect; activation, % at 10 µM; hits with a dose series show EC50 in µM; actives 0.048% (n = 290,000);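 active = activation above 40% with more than 50 cells counted in the well; inconclusive = wells holding fewer than 50 cells, flagged as toxic or sparse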;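 note: U2OS osteosarcoma cells stably expressing GPR55 and beta-arrestin-GFP; plate controls were DMSO negative control for no effect and LPI positive control for full effect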
GPR55 LPI antagonism: inhibition of LPI-stimulated GPR55 beta-arrestin translocation – imaging, U2OS, beta-arrestin-GFP, LPI agonist, primary screen (AID 2013); actives 0.13% (n = 290,000); U2OS GPR55 beta-arrestin-GFP translocation imaging, LPI antagonism; higher % means a stronger effect; one-dose inhibition, % at 10 µM; IC50 in µM for titrated hits;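 active = spots per cell inhibited over 60%, with over 100 cells counted and total cytoplasm intensity under 500,000; inconclusive = wells with under 100 cells, flagged as likely toxic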;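 note: U2OS cells stably carrying GPR55 and arrestin-GFP stimulated by 5 µM LPI near EC80; imaged beta-arrestin-GFP aggregate spots per cell after agonist stimulation; plate controls were LPI-stimulated DMSO wells for no effect and DMSO wells without LPI for full effect; some results filed as inactive read as strong as hits; confirmed hits need IC50 under 10 µM and bright autofluorescent wells are also inconclusive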
T cell HTS: modulates CD8 T cell binding to vesicles. 2C CD8+ T cell-vesicle binding, flow cytometry; stronger effect = lower value. calls only at 7 µM. actives 0.068% (n = 330,000). AID 2052;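 active = response, share of CD8 T cells binding vesicles, and their 90th percentile fluorescence all below set limits, cut at about 80% in these data, passing the limit was not always enough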
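incubation = binding step 1.5 h, 37 °C, antibody labelling 20 min, ice | test system = 2C mouse CD8+ T cells | read-out basis = percent CD8+ FL2 mean versus row control | controls = Peptide-free naked vesicles (low) and QL9 vesicles with 0.7% DMSO vehicle (high) | detection = flow cytometry of vesicle-bound cells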
NOD1 inhibition: inhibition of NOD1-driven NF-kB reporter – cell-based, luminescence, uHTS, primary screen (AID 1578) | NOD1-driven NF-kB luciferase reporter cells, luminescence; higher % means a stronger effect | actives 1% (n = 290,000) | inhibition, % at 4 µM; hits with a dose series show EC50 in µM; in the data active = inhibition mostly above about 36%, no sharp cut-off; inactive = mostly below about 34%;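 note: HEK-293T reporter cells stimulated with the NOD1 agonist gamma-tri-DAP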
NTR1 ag: NTR1-driven beta-arrestin-GFP spot formation – imaging, U2OS cells, high content, primary screen (AID 493036); P30989; agonist mode; activation, % at 20 µM; actives 0.17% (n = 330,000);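 active = activation at or above 40% of the spot to cytoplasm intensity ratio, with at least 20 cells analyzed; inconclusive = wells under 20 cells, flagged as cytotoxic or low count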;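 note: 0% = DMSO without peptide and 100% = 100 nM NTR1 peptide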
Target sequence (P30989 whole entry, looked up): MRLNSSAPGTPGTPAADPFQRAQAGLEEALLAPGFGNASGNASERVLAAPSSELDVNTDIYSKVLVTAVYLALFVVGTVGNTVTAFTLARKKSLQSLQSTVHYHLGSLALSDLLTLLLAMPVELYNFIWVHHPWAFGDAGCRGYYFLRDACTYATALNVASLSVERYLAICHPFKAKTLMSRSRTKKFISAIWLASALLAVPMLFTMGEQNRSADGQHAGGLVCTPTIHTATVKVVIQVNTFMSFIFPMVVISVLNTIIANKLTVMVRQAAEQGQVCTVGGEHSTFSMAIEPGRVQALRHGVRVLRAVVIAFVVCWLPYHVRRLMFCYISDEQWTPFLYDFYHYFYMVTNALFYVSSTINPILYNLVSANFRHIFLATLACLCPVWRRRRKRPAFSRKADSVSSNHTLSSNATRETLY
KOR beta-arrestin-1: KOR agonists, beta-arrestin recruitment, primary screen, cell-based, luminescence, uHTS (AID 1777); KOR beta-arrestin recruitment, luminescence; higher % means a stronger effect; activation, % at 10 µM; hits with a dose series show EC50 in µM; actives 0.02% (n = 280,000); in the data active = activation above about 50%, passing the limit was not always enough; note: a part of the inactive calls stands beside numbers as strong as those of hits
KOR beta-arrestin-2: KOR antagonists, beta-arrestin recruitment, cell-based, luminescence, uHTS (AID 1778); actives 0.091% (n = 290,000); KOR beta-arrestin recruitment, luminescence, antagonist mode; higher % means a stronger effect; inhibition, % at 10 µM; hits with a dose series show IC50 in µM; note: strong numbers were not always called active
Myeloid diff MLP: compounds promoting myeloid differentiation. AID 624256. actives 1% (n = 360,000). ER-HoxA9 myeloid progenitors, lysozyme-GFP differentiation, flow cytometry. calls only at 10 µM;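 active = normalized GFP-positive differentiation at or above the plate's own cutoff, the solvent-only control mean plus 3 SD; inconclusive = no clear call, values can overlap the other calls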;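 note: cells exposed to compound for four days before flow analysis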
HEK293 NOD2/NF-kB: inhibition of NOD2-driven NF-kB reporter – cell-based, luminescence, uHTS, HEK293 (AID 1566) | HEK293 NOD2/NF-kB luciferase reporter, luminescence; higher % means a stronger effect | inhibition, % at 4 µM, or EC50 in µM where a hit was titrated | actives 0.63% (n = 290,000); note: many of its hits are not listed in these tables
T cell HTS vesicle-bound %: second read-out of T cell HTS, no call of its own (marks repeat the call); double positive events, %; measured here: CD8+ vesicle-bound cell fraction;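 binding gate set so that unloaded-vesicle control wells show 10% double positive cells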
NTR1 ag cell count 20 µM: second read-out of NTR1 ag, no call of its own (marks repeat the call); cell count; measured here: cell count, cytotoxicity flag
Myeloid diff MLP GFP+ MAC1+ %: also measured in Myeloid diff MLP; calls as there; GFP+ MAC1+ double positive, %; measured here: differentiation confirmed by MAC1 staining
Active calls of the source: *; i = inactive; ? = inconclusive; . = not tested or not shown; [ ] = another dose, or the depositor's remark. Cut-off read from the data, not from the text of the source, unless noted: active = inhibition above about 50%; inactive = the rest. Not all compounds are listed; count on the stated rates, not on these rows.

Each structure is followed by: GPR55 activation, GPR55 LPI antagonism, T cell HTS, T cell HTS vesicle-bound %, NOD1 inhibition, NTR1 ag, NTR1 ag cell count 20 µM, KOR beta-arrestin-1, KOR beta-arrestin-2, Myeloid diff MLP, Myeloid diff MLP GFP+ MAC1+ %, HEK293 NOD2/NF-kB
> CCOC(=O)CNC(=O)c1ccc(Cl)s1
    -0.1%, 5%, i, 47, -32%, -1.0, 76, -3.8%, -2%, i, 0.1, -8%
> COc1ccc(NC(=S)Nc2ccc(OC(F)F)cc2)cn1
    0.0%, -5%, i, 50, -44%, -0.5, 59, -3.9%, -2%, i, 0.2, 13%
> O=C(CN1C(=O)CCSc2ccccc21)Nc1ccc2c(c1)OCO2
    -0.1%, 4%, i, 13, -18%, -0.6, 56, 4.2%, 23%, i, 4.6, -19%
> COc1cccc(NC(=O)C2CCCN2C(=O)NC2CCCCC2)c1 (stereo unspecified)
    0.6%, 11%, i, 24, -22%, 0.9, 52, -1.7%, -6%, i, 0.9, 19%
> CCOC(=O)CNC(=O)N1CCCC(C(=O)c2cc(C)c(OC)c(C)c2)C1 (stereo unspecified)
    -0.4%, -13%, i, 63, -23%, 0.8, 64, -6.5%, -25%[20 µM], i, 0.7, 7%
> Cc1nn(-c2ccccc2)c(C)c1/C=N/NC(=O)c1cc(-c2cccs2)[nH]n1
    0.3%, -28%, i, 43, -16%, 0.8, 78, 0.5%, -97%, ?, ., -28%
> Clc1ccc(OCCN2CCOCC2)cc1
    -0.1%, 0%, i, 51, -31%, -0.8, 55, 6.3%, 11%, i, 0.5, -4%
> COc1cccc(S(=O)(=O)Nc2cccnc2)c1
    -0.2%, 5%, i, 11, -12%, 3.8, 58, -0.6%, 14%, i, 7.3, 1%
> O=C(Cn1nnc(-c2ccccc2)n1)OCc1ccccc1
    0.4%, 20%, i, 57, 3%, -0.1, 59, 2.8%, -18%, i, 0.1, 1%
> COC(=O)c1cc(C(=O)OCC(=O)NC2CCCC2)cc([N+](=O)[O-])c1
    -0.1%, -7%, i, 31, 1%, -0.7, 87, -6.2%, 4%, i, 0.4, 8%
> O=C(Cc1cccs1)N1CCN(c2ccc([N+](=O)[O-])cc2)CC1
    -0.3%, 17%, i, 31, 3%, 0.4, 42, -4.0%, 24%, i, 0.2, -2%
> Cc1c(NC(=O)C2(C)CCCCC2)c(=O)n(-c2ccccc2)n1C
    -0.2%, -3%, i, 32, -3%, 0.5, 68, 2.0%, 7%, i, 7.7, 8%
> COc1ccc(S(=O)(=O)N2CCC(C(=O)NC3CC3)CC2)cc1OC
    0.3%, -6%, i, 55, -31%, 0.0, 49, -4.3%, 3%, i, 0.2, -6%
> Cc1ccc(-c2nc(P(=O)(c3ccccc3)c3ccccc3)c(N3CCOCC3)o2)cc1
    1.0%, 8%, i, 53, 1%, 3.3, 76, -2.8%, 16%, i, 0.7, 1%
> O=C(Nc1cccc(NC(=O)c2ccccc2)n1)c1ccccc1
    0.3%, 5%, i, 26, -32%, 0.3, 65, -0.5%, 8%[20 µM], i, 0.5, 16%
> Cc1ccccc1C(=O)Nc1ccccc1Sc1ccccc1
    0.0%, 4%, i, 51, -23%, 2.3, 41, -0.8%, 25%, i, 1.3, 2%
> COc1cc(CNC2CCC(C)C2)cc(OC)c1 (stereo unspecified)
    -0.2%, 5%, i, 9, -34%, 1.6, 65, 0.1%, -16%, i, 7.7, -9%
> O=C(NCCCn1ccnc1)c1ccc(N2CCCCCC2)c([N+](=O)[O-])c1
    -1.1%, 4%, i, 46, -46%, -0.1, 93, 3.7%, -26%, i, 0.1, -3%
> COc1ccc(N2CCc3c(C)nc4c(OC)cc(OC)cc4c32)cc1
    0.6%, 10%, i, 6, -6%, 6.0, 60, 8.6%, -54%[20 µM], i, 1.3, -9%
> Cn1cc([N+](=O)[O-])c(C(=O)Nc2ccc(-c3nc4ccccc4[nH]3)cc2)n1
    0.1%, 8%, i, 22, -44%, 8.9, 60, 1.2%, 23%, i, 0.6, -29%
> Cc1ccc2nc(NC3=NCN(Cc4cccnc4)CN3)nc(C)c2c1
    1.1%, 6%, ., ., -10%, ., ., -7.6%, -45%, i, 1.0, -1%
> O=S(=O)(c1ccc2ccccc2c1)N1CCN(C(=S)Nc2ccc(F)c(Cl)c2)CC1
    0.1%, 4%, i, 41, 6%, 13, 66, 10%, 8%, i, 1.0, 17%
> CCSC(=O)N(CC)CC(=O)Nc1c(CC)cccc1CC
    0.2%, -8%, i, 54, 0%, -1.4, 41, ., 9%, i, 1.2, -13%
> O=C(CC1OC(=O)c2ccccc21)NC1CCCCC1 (stereo unspecified)
    -0.1%, 8%, i, 15, -22%, 0.7, 58, 0.5%, -20%, i, 0.8, -7%
> CSc1ccccc1NC(=O)COc1ccccc1Cl
    -0.1%, -6%, i, 20, 4%, 14, 42, 3.7%, -3%, i, 1.1, -1%
> COc1ccc(NC(=O)Nc2nc(C)cc(C)n2)c(OC)c1
    0.0%, 1%, i, 22, -6%, 1.9, 49, 0.0%, -11%, i, 0.9, 3%
> CC(=O)NC(CCCNC(=S)NC1CCCCC1)C(=O)O (stereo unspecified)
    -0.1%, 2%, i, 61, -26%, 1.5, 66, -4.7%, 18%[20 µM], i, 0.0, 3%
> COc1cccc(OCc2cc(C(=O)N3CCN(C(=O)c4ccco4)CC3)no2)c1
    -0.3%, 9%, i, 9, -45%, 0.7, 70, -0.7%, -9%, i, 1.5, -28%
> COc1ccc(CCC(=O)N2CC(C)OC(C)C2)cc1 (stereo unspecified)
    -0.1%, 11%, i, 23, -14%, -0.8, 66, 1.8%, 22%, i, 6.6, 6%
> Cn1c2ccccc2c(=O)c2ccc(C#CC3(O)CCCCC3)cc21
    -0.3%, -2%, i, 20, 82%*, 11, 90, 3.2%, -80%[20 µM], ?, ., 20%
> COc1cccc(CC2CC(=O)N(c3ccc4c(C)cc(=O)oc4c3)C2=O)c1 (stereo unspecified)
    -0.5%, 2%, i, 10, -19%, 0.1, 59, 1.5%, -13%, i, 0.9, -10%
> CCOc1ccccc1NC(=O)c1ccc2nccnc2c1
    -0.2%, 8%, i, 11, -4%, 2.0, 42, 7.0%, -4%, i, 1.1, 15%
> CCN(Cc1ccccc1)C(=O)C1CCN(S(=O)(=O)c2ccc3c(c2)OCCO3)CC1
    -0.1%, 14%, i, 12, -40%, 2.5, 49, 1.5%, 7%, i, 0.6, 14%
> CCCN(CCC)CCNC(=O)C1c2ccccc2C(=O)N(CCOC)C1c1ccc(F)cc1 (stereo unspecified)
    -0.1%, 2%, i, 6, 4%, 0.6, 84, -1.3%, 20%, i, 0.9, 6%
> CC(=O)c1ccc(NC(=O)C(C)Nc2ccc(Cl)cc2)cc1 (stereo unspecified)
    -0.5%, 2%, i, 44, -35%, 0.6, 58, -4.3%, 4%, i, 0.5, -12%
> Cc1cc(Nc2cccc(F)c2)nc(-c2ccccc2O)n1
    11%, 7%, i, 48, 2%, 32, 46, 5.6%, 16%, i, 5.7, 16%
> CCc1nnc(NS(=O)(=O)c2ccc(N)cc2)s1
    -0.1%, -4%, i, 11, 29%, 3.8, 57, 0.0%, -16%[20 µM], i, 1.7, 7%
> CSCCC(NC(=O)C12CC3CC(CC(C3)C1)C2)C(=O)OCC(=O)c1ccc(Cl)cc1 (stereo unspecified)
    -0.2%, 28%, i, 35, 10%, -0.9, 97, -2.3%, 21%, i, 0.9, 13%
> Cc1c(CCC(=O)O)c(=O)oc2cc(OCc3cccc(F)c3)ccc12
    -0.1%, 7%, i, 62, -6%, -2.4, 85, -1.6%, 10%, i, 0.6, 16%
> N#CC1=C(N)N(c2ccccc2)C2=C(C(=O)CCC2)C1c1ccccc1 (stereo unspecified)
    -0.3%, 24%, i, 30, -26%, -0.6, 82, -4.7%, -4%, i, 1.3, -2%
> O=C(CSc1nc2ccc(Cl)cc2[nH]1)c1ccc2c(c1)OCO2
    0.3%, 3%, i, 44, -23%, -1.4, 53, -5.1%, -3%, i, 1.8, -12%
> CSc1nc(C)nc2c1c(=O)n(C)c(=O)n2C
    -0.1%, -11%, i, 23, -9%, 1.2, 46, 1.7%, -52%, i, 0.9, 16%
> COCCNc1nc(-c2cc(C)c(C)cc2C)cs1
    -0.2%, 0%, i, 4, -46%, 2.0, 42, -4.3%, 22%, i, 0.3, -6%
> COc1ccc(N(CC(O)CN2C(=O)NC(C)(C)C2=O)S(=O)(=O)c2ccc(C)cc2)cc1 (stereo unspecified)
    0.2%, 5%, i, 58, -15%, -3.6, 80, -3.4%, -2%, i, 0.9, -7%
> COC(=O)c1cc(NCc2cccs2)ccc1N1CCOCC1
    0.0%, 9%, i, 47, -10%, 1.4, 52, 0.1%, 20%, i, 6.4, 16%
> COc1c(C)cccc1C(=O)Nc1cc(Cl)ccc1N1CCOCC1
    -0.1%, 4%, i, 22, -6%, 4.8, 59, -3.7%, 3%, i, 0.4, 0%
> CNc1c(C(=O)O)ccc2c1C(=O)c1ccccc1C2=O
    0.1%, -2%, i, 47, -3%, 0.5, 61, -4.1%, 58%, i, 0.3, 14%
> CC(C)(C)NC(=O)CSc1nnc(CN2CCCCCC2=O)n1-c1ccccn1
    0.2%, 5%, i, 6, -14%, -0.3, 77, -0.1%, -8%, i, 0.7, 5%
> CCOC(=O)C(C)Sc1nc(=O)n2cc(C)ccc2n1 (stereo unspecified)
    -0.4%, 4%, i, 43, -38%, 2.0, 53, -2.1%, 1%, i, 0.2, -12%
> O=C(Cc1cccs1)NCc1ccc2c(c1)OCO2
    -0.2%, 12%, i, 48, -31%, -0.4, 94, -1.6%, 14%, i, 1.1, -18%
> CCC1=C(OC(=O)N(CC)CC)N2C(=O)OC(=NCC3CC3)[C@]2(C)[C@H]2C1=CC[C@H]1C(=O)N(CC(=O)OC)C(=O)[C@H]12
    -0.1%, 2%, i, 37, -3%, 1.9, 44, 0.0%, -3%, i, 0.6, 16%
> O=C(c1ccccc1)c1n[nH]c(-c2ccccc2)cc1=O
    0.2%, 4%, i, 35, -13%, -0.5, 88, -6.4%, 4%, i, 0.4, -4%
> O=C(NCc1ccccn1)C1COc2ccccc2O1 (stereo unspecified)
    0.2%, -2%, i, 37, -12%, -0.6, 57, -10%, -18%, i, 0.9, 14%
> CCCC(=Nc1ccccc1OC)C1=C(O)CC(c2ccccc2)CC1=O (stereo unspecified)
    11%, -4%, i, 38, 7%, 3.5, 64, -0.4%, -30%, i, 0.6, 12%
